# H9c2 TAG inh: inhibitors of triacylglycerol accumulation, primary screen, cell-based, uHTS, fluorescence, H9c2; H9c2 cells, Nile Red lipid (TAG) fluorescence; cells loaded with 200 µM oleic acid; inhibition, % at 12.5 µM; 230,000 compounds, 0.66% hits; AID 651582, 2012;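 active = pattern-corrected inhibition of lipid staining of at least 50% with the nuclear-stain viability signal not falling by more than 50%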;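 also: 0% = DMSO wells and 100% = triacsin C control wells; some results filed as inactive read as strong as hits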
# H9c2 TAG inh DAPI viability: recorded beside H9c2 TAG inh, whose call it bears; DAPI nuclei signal change (viability), lower = more cytotoxic, %;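 whole-well DAPI fluorescence read on a plate reader as a viability signal; minus 50 percent equals half of cells still viable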
# Starred values were filed as active, the others as inactive.
# Preview:
CC(C(=O)O)c1ccc(C(=O)c2cccs2)cc1 (stereo unspecified)
  H9c2 TAG inh = -2	H9c2 TAG inh DAPI viability = 5

CCN(CC)CCNC(=O)c1cc(Cl)c(N)cc1OC
  H9c2 TAG inh = 3	H9c2 TAG inh DAPI viability = 1

CCCNC(C)C(=O)Nc1c(C)csc1C(=O)OC (stereo unspecified)
  H9c2 TAG inh = 2	H9c2 TAG inh DAPI viability = 8

OCCN1CCN(CCCN2c3ccccc3Sc3ccc(Cl)cc32)CC1
  H9c2 TAG inh = 17	H9c2 TAG inh DAPI viability = -1

C/C=C(/C)C(=O)O[C@@H]1c2c(ccc3ccc(=O)oc23)OC(C)(C)[C@@H]1OC(=O)/C(C)=C\C
  H9c2 TAG inh = -20	H9c2 TAG inh DAPI viability = 3

# The whole of this part, from the first entry:
CC(C(=O)O)c1ccc(C(=O)c2cccs2)cc1 (stereo unspecified)
  H9c2 TAG inh = -2	H9c2 TAG inh DAPI viability = 5

CCN(CC)CCNC(=O)c1cc(Cl)c(N)cc1OC
  H9c2 TAG inh = 3	H9c2 TAG inh DAPI viability = 1

CCCNC(C)C(=O)Nc1c(C)csc1C(=O)OC (stereo unspecified)
  H9c2 TAG inh = 2	H9c2 TAG inh DAPI viability = 8

OCCN1CCN(CCCN2c3ccccc3Sc3ccc(Cl)cc32)CC1
  H9c2 TAG inh = 17	H9c2 TAG inh DAPI viability = -1

C/C=C(/C)C(=O)O[C@@H]1c2c(ccc3ccc(=O)oc23)OC(C)(C)[C@@H]1OC(=O)/C(C)=C\C
  H9c2 TAG inh = -20	H9c2 TAG inh DAPI viability = 3

CCOC(=O)c1ccc(N)cc1
  H9c2 TAG inh = 0	H9c2 TAG inh DAPI viability = 0

CN1CCOC(c2ccccc2)c2ccccc2C1 (stereo unspecified)
  H9c2 TAG inh = 16	H9c2 TAG inh DAPI viability = -6

CN(C)CCOC(C)(c1ccccc1)c1ccccn1 (stereo unspecified)
  H9c2 TAG inh = -1	H9c2 TAG inh DAPI viability = -3

CC(=O)c1ccc(S(=O)(=O)NC(=O)NC2CCCCC2)cc1
  H9c2 TAG inh = 4	H9c2 TAG inh DAPI viability = 3

OC(C#CCN1CCCC1)(c1ccccc1)c1ccccc1
  H9c2 TAG inh = 6	H9c2 TAG inh DAPI viability = -2

C=CC1=C(C(=O)O)N2C(=O)[C@@H](NC(=O)/C(=N\O)c3csc(N)n3)[C@H]2SC1 (stereo in doubt)
  H9c2 TAG inh = -8	H9c2 TAG inh DAPI viability = 2

O=C(CCN1CCC(c2ccccc2)C1)c1ccc2c(c1)OCCO2 (stereo unspecified)
  H9c2 TAG inh = -2	H9c2 TAG inh DAPI viability = -3

CC(=O)c1ccc2c(c1)N(CCCN(C)C)c1ccccc1S2
  H9c2 TAG inh = 20	H9c2 TAG inh DAPI viability = -10

COc1cc2c(c(OC)c1OC)-c1c(cc3c(c1OC)OCO3)[C@@H](OC(C)=O)[C@H](C)[C@H](C)C2
  H9c2 TAG inh = -4	H9c2 TAG inh DAPI viability = -5

COc1ccc(C(=O)CC(=O)c2ccc(C(C)(C)C)cc2)cc1
  H9c2 TAG inh = 10	H9c2 TAG inh DAPI viability = -13

Cc1nc2ccccn2c(=O)c1CCN1CCC(C(=O)c2ccc(F)cc2)CC1
  H9c2 TAG inh = 0	H9c2 TAG inh DAPI viability = -6

O=S(=O)(c1cccc2cnccc12)N1CCCNCC1
  H9c2 TAG inh = 43	H9c2 TAG inh DAPI viability = -28

Oc1ccc(/C=C/c2cc(O)cc(O)c2)cc1
  H9c2 TAG inh = -5	H9c2 TAG inh DAPI viability = 2

C[C@]12CCC(=O)C=C1CC[C@@H]1[C@@H]2CC[C@@]2(C)[C@H]1CC[C@]2(O)C(=O)CO
  H9c2 TAG inh = -2	H9c2 TAG inh DAPI viability = 2

CCC(C)n1ncn(-c2ccc(N3CCN(c4ccc(OCC5COC(Cn6cncn6)(c6ccc(Cl)cc6Cl)O5)cc4)CC3)cc2)c1=O (stereo unspecified)
  H9c2 TAG inh = 36	H9c2 TAG inh DAPI viability = -15

# Of the compounds above, these contain four or more nitrogen atoms:
C=CC1=C(C(=O)O)N2C(=O)[C@@H](NC(=O)/C(=N\O)c3csc(N)n3)[C@H]2SC1 (stereo in doubt)
  H9c2 TAG inh = -8	H9c2 TAG inh DAPI viability = 2

CCC(C)n1ncn(-c2ccc(N3CCN(c4ccc(OCC5COC(Cn6cncn6)(c6ccc(Cl)cc6Cl)O5)cc4)CC3)cc2)c1=O (stereo unspecified)
  H9c2 TAG inh = 36	H9c2 TAG inh DAPI viability = -15

# Assay outcomes from PubChem.

# Not all compounds are listed; count on the stated rates, not on these rows.
